Assay outcomes deposited in PubChem by Icahn School of Medicine at Mount Sinai.
RBX1-CUL1 inh – blocks human RBX1-Cullin-1 di-ubiquitin formation | P62877+Q13616 | in vitro K48 di-Ub FRET, acceptor:donor ratio, 45 min | inhibition, % at 10 µM | 0.6% of 140,000 active | AID 1347404; in the data active = inhibition above about 25%
Target sequence (P62877 whole entry, looked up): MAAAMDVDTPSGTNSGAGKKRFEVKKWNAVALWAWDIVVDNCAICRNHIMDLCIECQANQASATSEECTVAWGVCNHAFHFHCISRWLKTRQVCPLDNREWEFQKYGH
Target sequence (Q13616 whole entry, looked up): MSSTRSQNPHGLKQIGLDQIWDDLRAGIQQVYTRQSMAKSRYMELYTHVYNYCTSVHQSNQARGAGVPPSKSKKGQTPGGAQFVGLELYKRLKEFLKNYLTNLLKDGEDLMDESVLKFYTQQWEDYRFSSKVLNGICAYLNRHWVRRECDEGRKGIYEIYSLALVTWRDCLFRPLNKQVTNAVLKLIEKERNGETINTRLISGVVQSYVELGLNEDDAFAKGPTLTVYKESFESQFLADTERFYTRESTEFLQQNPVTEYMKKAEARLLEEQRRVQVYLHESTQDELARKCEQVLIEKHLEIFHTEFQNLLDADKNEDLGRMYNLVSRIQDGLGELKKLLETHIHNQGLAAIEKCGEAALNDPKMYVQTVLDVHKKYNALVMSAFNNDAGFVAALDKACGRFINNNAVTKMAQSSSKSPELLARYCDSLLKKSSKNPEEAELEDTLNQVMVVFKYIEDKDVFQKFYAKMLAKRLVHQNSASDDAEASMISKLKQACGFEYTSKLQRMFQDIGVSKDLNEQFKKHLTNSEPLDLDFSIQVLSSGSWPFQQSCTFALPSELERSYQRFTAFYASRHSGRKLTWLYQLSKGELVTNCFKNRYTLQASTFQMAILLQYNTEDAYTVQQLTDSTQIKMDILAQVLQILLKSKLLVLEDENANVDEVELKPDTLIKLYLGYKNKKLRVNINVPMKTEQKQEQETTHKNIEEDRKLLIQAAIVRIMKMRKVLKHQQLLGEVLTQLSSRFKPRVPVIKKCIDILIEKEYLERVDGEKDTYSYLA
Active calls of the source: *. An excerpt. The share of hits here may be higher or lower than overall.

RBX1-CUL1 inh	SMILES
3	COc1ccc(CN2C[C@H](O)[C@@H](N3CCOCC3)C2)c(F)c1
7	O=C(CCC1(Cc2ccco2)CCC(=O)N1)NCCC1=CCCCC1 (configuration not stated)
-6	O=C(CSc1nc2c([nH]c3ccccc32)c(=O)n1-c1ccccc1)Nc1ccc(Cl)c(Cl)c1
16	CCN(CC)CC(=O)N(CCN(C)C)CC1CCCN(Cc2ccccc2OC)C1 (configuration not stated)
5	Cc1ccc(-n2cc(C(=O)OCc3ccc(Cl)cc3)c3ccccc3c2=O)cc1
-2	O=S(=O)(Nc1cc(Cl)ccc1Cl)c1cccc2cccnc12
-3	Cc1ccc(S(=O)(=O)Oc2ccnc(N3CCOCC3)n2)cc1
-1	CCOc1ccccc1C(=O)NC(Nc1nnc(C)s1)(C(F)(F)F)C(F)(F)F
5	O=C(CCCn1nnnc1CN1CCOCC1)NCc1cnc(-c2ccccc2)s1
2	CC(=O)Oc1ccc2c(c1)cc(C)n2C
1	COc1ccccc1NC(=O)CSc1nnc(CNC(=O)c2ccccc2F)n1C
-4	Cc1ccc(CN2CCN(C3CCN(C(=O)c4ccccc4)CC3)C(=O)C2=O)cc1
1	c1ccc(CNn2cnc3ccccc32)cc1
-7	Cn1c(=O)c2c(nc(NCCOCCO)n2C)n(C)c1=O
1	COc1cc(CN2CCCC(CCC(=O)N3CCN(C)CC3)C2)cc(OC)c1 (configuration not stated)
-4	COc1cc(NC(=O)C(Cc2ccccc2)NS(=O)(=O)c2cccc3nsnc23)cc(OC)c1 (configuration not stated)
6	CCN(CC1CCN(CCc2ccccc2C)CC1)C(=O)CCOC
-4	CC1=NC(=O)C(C(=O)/C(C)=C/c2cccs2)=C(C)C1
4	Clc1ccc(CSc2nc3ccccc3o2)cc1Cl
1	CCn1cc(CN2CCN(C3CCN(C(C)C)CC3)C(CCO)C2)cn1 (configuration not stated)
-11	COc1ccc(F)cc1S(=O)(=O)N1CCCN(S(=O)(=O)c2cc(F)ccc2OC)CC1
-11	CC(C)(C)c1ccc(CSc2nnnn2-c2ccccc2F)cc1
-4	COc1ccc(C2SCCN2S(=O)(=O)c2cc(OC)c(C)cc2C)cc1 (configuration not stated)
7	Cc1ccc(Cn2nc(C)c(NC(=O)/C=C/c3ccco3)c2C)cc1
-3	Cn1c(=O)c2c(nc(SCC(=O)Nc3ccc(OC(F)(F)Cl)cc3)n2Cc2ccc(C(C)(C)C)cc2)n(C)c1=O
14	C=CCN1C(=O)/C(=C/c2c(OCc3ccccc3C#N)ccc3ccccc23)C(=O)NC1=S
8	COc1ccc(S(=O)(=O)N2CCC(C(=O)Nc3ccc(Oc4ccccc4)cc3)CC2)cc1OC
-6	COc1ccc(C=C2C(=O)NC(=S)NC2=O)cc1OC(=O)c1cccc(Cl)c1
9	CCN1CCN(C(c2ccc(OC)cc2)C2C(=O)C=C(C)N(Cc3ccco3)C2=O)CC1 (configuration not stated)
10	c1coc([C@H]2Nc3ccccc3[C@H]3OCC[C@@H]23)c1
1	Cc1cccc(-c2nc(SCC(=O)Nc3cccc(C(F)(F)F)c3)n3[nH]c(=O)cc3n2)c1
-2	Cc1cccc(N2CC(C(=O)N3CCN(c4ccc(F)cc4)CC3)CC2=O)c1 (configuration not stated)
2	O=C1CC(Sc2ccc(Br)cc2)C(=O)N1c1cc(Cl)cc(Cl)c1 (configuration not stated)
0	CCN(C(=O)CCn1cnc2onc(-c3ccc(F)cc3)c2c1=O)c1ccc(OC)cc1
-2	Cc1ccc(N=C2S/C(=C\c3cc(O)ccc3Br)C(=O)N2c2ccc(C)cc2)cc1
-5	Cc1ccccc1-c1cn[nH]c1C1CCN(C(=O)CN2C(=O)c3ccccc3C2=O)CC1
0	COc1cccc(OCc2cc(C(=O)NCc3ccncc3)n[nH]2)c1
1	CCCSc1nnc2c(n1)OC(c1ccc3c(c1)OCO3)Nc1ccc(Br)cc1-2 (configuration not stated)
-11	Cn1c(=O)c2c(SCC(=O)N3CCc4ccccc43)nc(-c3ccc(Cl)cc3)nc2n(C)c1=O
2	O=S(=O)(c1ccc(Cl)c(C(F)(F)F)c1)N1CCN(Cc2ccccc2)CC1
-1	O=C(c1ccccc1F)N1c2nc(-c3ccco3)nn2C2(CCCCC2)[C@@H]2CCCC[C@@H]21
3	COC(=O)c1c(-c2cccs2)csc1NC(=O)c1cc(OC)c(OC)c(OC)c1
-16	CCOC(=O)c1c(SCC(=O)Nc2ccc(C)cc2)nnc(-c2ccccc2)c1-c1ccccc1
3	Cc1ccc(C)n1-c1nnc(N2CCCC(C(=O)NCc3cccc(F)c3)C2)s1 (configuration not stated)
5	CC1CCC2(CC1)C(=NC(/C=C/c1ccc(Cl)cc1Cl)C(C)(C)C)NC(=S)N2CC#N (configuration not stated)
10	CCN(CC)S(=O)(=O)c1ccc2c(c1)N(CC(=O)N1CCN(c3cccc(C(F)(F)F)c3)CC1)C(=O)CO2
10	Cc1[nH]c2ccccc2c1C(c1cccs1)N1CCCC1 (configuration not stated)
-3	Cc1cc(C)c(O)c(CN(C)CC(=O)O)c1
0	Cc1cc(C)c(-c2nc(-c3c(C)ncc4c3CCNC4)no2)o1
-5	CN(CC1Cc2ccccc2O1)C(=O)CC1(c2ccc(-c3ccccc3)cc2)CC(=O)N(C)C1=O (configuration not stated)
8	CCOc1ccc(/C=C(\C#N)c2nc3ccccc3c(=O)[nH]2)cc1OC
11	CCOc1ccc(CNn2c(C)nnc2SCc2ccc(F)cc2)cc1
1	O=c1cc(-c2ccncc2)nc(-c2ccc(CN3CCCC(F)(F)C3)cc2)[nH]1
-1	CCOC(=O)c1cc(-c2ccccc2)n(CC(=O)NCc2ccc(C)cc2)c1C
6	CN1C(=O)c2ccccc2Sc2ccc(NC(=O)NCc3ccccc3Br)cc21
3	CCNc1nc(NC(C)(C)C)nc(Oc2ccc(=O)n(C)n2)n1
4	COc1ccccc1N1CCN(CC(O)COCCC23CC4CC(CC(C4)C2)C3)CC1 (configuration not stated)
8	O=c1c2ccccc2ncn1-c1cc(C(F)(F)F)cc(C(F)(F)F)c1
1	COc1ccc(C(=O)Nc2ccc(N3CCOCC3)c(C(F)(F)F)c2)cc1OC
1	Fc1ccccc1Nc1ncnc2c1nc1n2CCCCC1

New compounds follow:
RBX1-CUL1 inh	SMILES
-6	COc1cccc(-n2c(=O)c3c(C)c(C)sc3n(CC(=O)NCCc3ccc(OC)c(OC)c3)c2=O)c1
-12	CN(c1ccccc1)S(=O)(=O)c1ccc(NC(=O)/C=C/c2ccccc2Cl)cc1
-2	O=C(O)C1CC=CCC1C(=O)N1CCN(C/C=C/c2ccccc2)CC1 (configuration not stated)
-4	COc1cc(C2NC(=O)N(C)C3=C2C(=O)N(c2ccccc2)C3)ccc1O (configuration not stated)
9	CCN1CCN(CC(O)COc2cccc(CNCCc3nc(C)c(C)s3)c2)CC1 (configuration not stated)
1	CC(C)C(C(=O)Nc1ccc(F)c(Cl)c1)N1C(=O)c2ccccc2C1=O (configuration not stated)
-7	O=c1c2ccccc2nc2c3ccccc3c(NCCc3ccccc3)nn12
-1	CCOC(=O)c1ccc(N2C(=N)S/C(=C\c3cn[nH]c3-c3ccc(F)cc3)C2=O)cc1
9	COc1ccc(-c2nc(C3CCCNC3)cc(=O)[nH]2)c(C)c1 (configuration not stated)
-21	Nc1ccc(-c2nc3ccc(-c4nc5ccc(N)cc5[nH]4)cc3[nH]2)cc1
6	COC(=O)C(NC(=O)CC(C)C)(Nc1nc2ccccc2s1)C(F)(F)F (configuration not stated)
1	Cc1ccc(N=C2CCCN2C(=O)c2ccc(F)cc2)cc1Cl
5	Cc1cc(-c2ccccc2)n2nc(-c3cccc(Br)c3)cc2n1
0	Cc1cc(C)cc(NC(=O)CN2CCCCC2)c1
-4	CCOC(=O)C1(Cc2ccc(Cl)cc2)CCN(C(=O)C(=O)c2ccccc2)CC1
-4	C=CCNCc1ccccc1C(F)(F)F
0	COC(=O)Nc1ccc(S(=O)(=O)Nc2nc(C)cc(C)n2)cc1
1	CCN(CC)CC(O)COc1ccc(CNCc2ccc(C)cc2)cc1OC (configuration not stated)
-8	O=C(CSc1nnc2c(n1)[nH]c1ccc(F)cc12)OC1CCCCC1
8	CCCCn1c(CNC(=O)c2ccc(OC)cc2)nnc1SCC(=O)Nc1ccccc1
-8	CCOc1ccc(CCNC(=O)CN2C(=O)COc3ccc(S(=O)(=O)N4CCCCCC4)cc32)cc1
-6	CC(C)Cn1c(CN(C)CC2CCCCN2C)cnc1S(C)(=O)=O (configuration not stated)
-5	CN1C2CCCC1CC(NC(=O)c1cc(Cl)cc3[nH]cnc13)C2 (configuration not stated)
2	CSC1=NC(=Nc2c(C)cccc2C)C2(CCCC2)N1c1ccccc1O
-3	COc1ccc(Oc2c(C(F)(F)F)oc3cc(OC(=O)c4cccc(Cl)c4)ccc3c2=O)cc1
-2	Clc1ccccc1CSc1nnc2c(n1)OC1(CCCCC1)Nc1ccccc1-2
4	COCC(=O)N1CCC(n2nccc2NC(=O)C(OC)c2ccccc2)CC1 (configuration not stated)
9	Cc1nsc2nc3c(F)c(F)c(N[C@@H](C)c4ccccc4)c(F)c3cc12
6	O=C(Nc1cc(C(F)(F)F)ccc1Cl)c1cc(-c2ccc3c(c2)OCCO3)on1
1	COC(=O)c1ccc(C2c3c(oc4cc(C)c(C)cc4c3=O)C(=O)N2c2ccccn2)cc1 (configuration not stated)

Taken from above:
CCOC(=O)c1ccc(N2C(=N)S/C(=C\c3cn[nH]c3-c3ccc(F)cc3)C2=O)cc1 | RBX1-CUL1 inh = -1
O=C(CSc1nnc2c(n1)[nH]c1ccc(F)cc12)OC1CCCCC1 | RBX1-CUL1 inh = -8

Following part:
RBX1-CUL1 inh	SMILES
1	Cc1cc(C(=O)CSc2nnc3ccc4ccccc4n23)c(C)n1-c1ccc(F)cc1
-4	O=S(=O)(c1ccccc1)N1CCN(c2ncnc3scc(-c4ccccc4)c23)CC1
4	CC1=CC(=O)C(C(=O)c2coc3ccc(O)cc23)C(=O)O1 (configuration not stated)
5	CN1CCCC(c2cc(=O)[nH]c(-c3cccnc3)n2)C1 (configuration not stated)
10	COc1ccccc1-n1c(/C=C/c2c(C)n(C)c3ccccc23)nc2ccccc2c1=O
1	CCN1C(=O)C2(OCCCO2)c2c(C)ccc(C)c21
10	CCOC(=O)N1CCC(NC(=O)C2CC23CCN(C(=O)C(c2ccccc2)C2CCCC2)CC3)CC1 (configuration not stated)
12	O=C1N(CC2CC2)CCCC12CCN(Cc1cccc(-n3cccn3)c1)C2 (configuration not stated)
-2	Cc1ccc(/C=N\NC(=O)Cn2c(-c3nonc3N)nc3ccccc32)cc1
-6	O=C(CSc1nc2c([nH]c3ccccc32)c(=O)n1-c1ccc(F)cc1)N1CCCc2ccccc21
1	COc1ccc(OC)c(S(=O)(=O)N2CC=C(c3c(C)n(CC(=O)N4CCCC4)c4ccccc34)CC2)c1
-4	Cc1ncc2c(c1CNC(=O)c1ccc3c(c1)OCO3)CCN(C(=O)c1c(F)cccc1Cl)C2
-4	Cn1ncc2cc([N+](=O)[O-])ccc21
0	COCCCNC(=O)C1CCN(Cc2nc(-c3ccc(OC)c(OC)c3)oc2C)CC1
-1	COc1cccc(CCC2CCCN(Cc3cnc[nH]3)C2)c1 (configuration not stated)
6	S=c1[nH]nc(-c2ccncc2)n1Cc1ccco1
5	Cc1cc(C)c(C)c(S(=O)(=O)NCC(=O)N2CC(C)CC(C)C2)c1C (configuration not stated)
-5	CCCCCSc1ncnc2c1sc1nc(N3CCOCC3)c3c(c12)CCCC3
-7	Cc1sc2c(c1C)c(=O)n(CCc1ccccc1)c(=O)n2Cc1cccc(F)c1
4	CCOC(=O)C1(Cc2ccc(F)cc2)CCCN(C(=O)c2cc(C)c(C)[nH]c2=O)C1 (configuration not stated)
5	COC(=O)c1c(C(=O)OC)c2n(c1C(=O)OC)CCc1ccccc1-2
6	O=C(COCc1cc(-c2cccs2)on1)N1CCN(c2cccc(Cl)c2)CC1
-4	O=c1cc(-c2ccccc2)cc(-c2ccccc2)n1/N=C/c1ccccc1
2	CCn1cc(C(=O)N2CCN(c3ccccc3OC)CC2)c(=O)c2cc(S(=O)(=O)N3CCCCC3)ccc21
10	CC1=NN(C(=Nc2nnc(C)s2)n2ccnc2)[C@H](c2ccc(C)cc2)S1
-7	COc1c(O)cc(COC(C)=O)c(OC)c1C
0	COC(=O)Cc1ccc(NC(=S)N2CCC(C(N)=O)(N3CCCCC3)CC2)cc1
3	CCC1CN(C(=O)N2CCC(C(=O)NCCN(CC)CC)CC2)c2cc(C)ccc2O1 (configuration not stated)

In the list so far, 17 have an NH in an aromatic ring.
RBX1-CUL1 inh	SMILES
-6	O=C(CSc1nc2c([nH]c3ccccc32)c(=O)n1-c1ccccc1)Nc1ccc(Cl)c(Cl)c1
1	Cc1cccc(-c2nc(SCC(=O)Nc3cccc(C(F)(F)F)c3)n3[nH]c(=O)cc3n2)c1
-5	Cc1ccccc1-c1cn[nH]c1C1CCN(C(=O)CN2C(=O)c3ccccc3C2=O)CC1
0	COc1cccc(OCc2cc(C(=O)NCc3ccncc3)n[nH]2)c1
10	Cc1[nH]c2ccccc2c1C(c1cccs1)N1CCCC1 (configuration not stated)
8	CCOc1ccc(/C=C(\C#N)c2nc3ccccc3c(=O)[nH]2)cc1OC
1	O=c1cc(-c2ccncc2)nc(-c2ccc(CN3CCCC(F)(F)C3)cc2)[nH]1
-1	CCOC(=O)c1ccc(N2C(=N)S/C(=C\c3cn[nH]c3-c3ccc(F)cc3)C2=O)cc1
9	COc1ccc(-c2nc(C3CCCNC3)cc(=O)[nH]2)c(C)c1 (configuration not stated)
-21	Nc1ccc(-c2nc3ccc(-c4nc5ccc(N)cc5[nH]4)cc3[nH]2)cc1
-8	O=C(CSc1nnc2c(n1)[nH]c1ccc(F)cc12)OC1CCCCC1
-5	CN1C2CCCC1CC(NC(=O)c1cc(Cl)cc3[nH]cnc13)C2 (configuration not stated)
5	CN1CCCC(c2cc(=O)[nH]c(-c3cccnc3)n2)C1 (configuration not stated)
-6	O=C(CSc1nc2c([nH]c3ccccc32)c(=O)n1-c1ccc(F)cc1)N1CCCc2ccccc21
-1	COc1cccc(CCC2CCCN(Cc3cnc[nH]3)C2)c1 (configuration not stated)
6	S=c1[nH]nc(-c2ccncc2)n1Cc1ccco1
4	CCOC(=O)C1(Cc2ccc(F)cc2)CCCN(C(=O)c2cc(C)c(C)[nH]c2=O)C1 (configuration not stated)
